Compound activity as filed in PubChem.
ZTA DNA inh: ZTA (EBV) inhibition in EBNA-1 counter-screen; P03206; AID 2234; inhibition, % at 11 µM; ZTA-DNA binding, fluorescence polarization; 0.15% of 320,000 active; in the data active means inhibition above about 33%
Target sequence (P03206 whole entry, looked up): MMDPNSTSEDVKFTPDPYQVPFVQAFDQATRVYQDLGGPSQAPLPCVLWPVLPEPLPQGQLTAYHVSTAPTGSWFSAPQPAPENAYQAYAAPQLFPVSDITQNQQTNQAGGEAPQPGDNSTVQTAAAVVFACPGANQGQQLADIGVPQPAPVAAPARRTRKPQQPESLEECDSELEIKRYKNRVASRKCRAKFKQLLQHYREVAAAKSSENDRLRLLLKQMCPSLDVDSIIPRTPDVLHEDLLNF
Efflux pump inh: blocks antifungal efflux pumps in multiplex yeast assay. S. cerevisiae Candida pump triplex, Nile Red efflux. 0.44% of 330,000 active. inhibition, % at 10 µM;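 active means plate passing quality check with inhibition over a set limit, or well fluorescence over plate mean plus 4 SD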;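 further: Nile Red retained in pooled yeast measured as flow cytometry median fluorescence; 0% = buffer negative control and 100% = Enniatin B positive control; higher means more Nile Red kept so more efflux inhibition; some compounds called inactive have numbers as strong as hits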
Yeast superoxide: lowers age-related superoxide in aged yeast cells; S. cerevisiae aged cells, superoxide DHE fluorescence; active compounds read low; superoxide response (% of plate mean), % at 10 µM; 0.18% of 330,000 active; AID 2690;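 active means superoxide response under a set limit, about three screen SD below normal, cut at about 65% in these data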;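 further: yeast aged for seven days with compound at 30 °C before DHE staining; 100% = average MFI of all compound-treated wells on the plate with controls excluded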
GLD-1 TGE inh: GLD-1-TGE RNA interaction inhibition (C. elegans); Q17339; inhibition, % at 5.96 µM; 0.44% of 320,000 active; purified GLD-1 + fluorescein TGE RNA, fluorescence polarization;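 active means percent inhibition above a per-plate cutoff, the plate mean of test compounds plus 3 SD, cut at about 30% in these data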;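 further: 0% = DMSO wells with GLD-1 and probe and 100% = wells lacking GLD-1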
BCLXL inh: blocks human Bcl-xL binding to Bim BH3 peptide; Q07817; GST-Bcl-xL / FITC-Bim BH3 peptide fluorescence polarization; inhibition, % at 10.9 µM; 0.7% of 320,000 active;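 active means inhibition above the mean of all tested compounds plus 3 SD, cutoff set per campaign, cut at about 30% in these data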;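 further: 0% = DMSO wells and 100% = unlabeled Bim-BH3 peptide competitor; inhibitors lower millipolarization by displacing the labeled peptide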
Target sequence (Q07817 whole entry, looked up): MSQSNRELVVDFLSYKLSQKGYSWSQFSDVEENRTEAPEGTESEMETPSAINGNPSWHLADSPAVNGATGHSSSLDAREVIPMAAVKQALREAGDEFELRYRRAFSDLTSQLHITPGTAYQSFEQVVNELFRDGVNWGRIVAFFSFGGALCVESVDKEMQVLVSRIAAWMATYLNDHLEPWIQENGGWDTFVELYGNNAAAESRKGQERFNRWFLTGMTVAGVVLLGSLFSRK
MEX-5 binding: C. elegans MEX-5 TCR-2 RNA binding activity. MEX-5/FITC-TCR2 RNA binding, fluorescence polarization; active compounds read low. activity score (negative = inhibition of binding), % at 10 µM. 0.38% of 300,000 active. AID 1832;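 active means inhibition past about -25% in most replicates, and total fluorescence under double the plate's negative control median, limit read from the data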;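 further: 0% = DMSO and -100% = 5 µM competing unlabeled TCR2 RNA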
Target sequence (Q9XUB2 whole entry, looked up): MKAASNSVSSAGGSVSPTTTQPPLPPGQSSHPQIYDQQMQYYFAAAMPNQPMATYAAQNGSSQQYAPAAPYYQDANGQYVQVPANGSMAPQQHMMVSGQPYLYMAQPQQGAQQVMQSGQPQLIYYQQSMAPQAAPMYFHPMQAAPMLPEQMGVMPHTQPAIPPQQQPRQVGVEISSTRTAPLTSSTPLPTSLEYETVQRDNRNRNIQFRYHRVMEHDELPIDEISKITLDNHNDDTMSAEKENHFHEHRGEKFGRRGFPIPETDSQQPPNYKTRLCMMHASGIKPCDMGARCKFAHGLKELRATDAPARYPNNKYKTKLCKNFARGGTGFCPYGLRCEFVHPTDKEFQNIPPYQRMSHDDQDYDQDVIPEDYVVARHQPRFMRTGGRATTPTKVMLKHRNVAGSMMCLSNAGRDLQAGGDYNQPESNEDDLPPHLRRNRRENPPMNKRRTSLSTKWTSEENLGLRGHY
Fam108B inh: counter-screen for RBBP9 inhibitors: inhibitors of mouse Fam108B; recombinant Fam108B, FP-Rh probe fluorescence polarization; inhibition, % at 9.51 µM; 0.33% of 300,000 active;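 active means inhibition above the screen mean inhibition plus 3 SD, computed separately per campaign, cut at about 18% in these data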;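 further: inhibitors lower polarization as less probe binds the enzyme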
EBNA-1 inh: blocks EBNA-1 binding to DNA | EBNA-1 DNA binding, fluorescence polarization | inhibition, % at 14.8 µM | 0.34% of 300,000 active; in the data active means inhibition above about 28%
MCL1-BIM inh: MCL1-BIM-BH3 interaction inhibition (human); Q07820; GST-MCL1 / FITC-Bim-BH3 fluorescence polarization; inhibition, % at 10.9 µM; 0.68% of 320,000 active;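 active means inhibition above the mean inhibition of all tested compounds plus 3 SD, set per campaign, cut at about 40% in these data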;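 further: 0% = DMSO wells and 100% = unlabeled Bim-BH3 peptide control; higher means more loss of mP so more displacement of Bim peptide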
* = called active by the depositor.

For Cc1c(C=O)n(C)n(-c2ccccc2)c1=O the results were ZTA DNA inh 2, Efflux pump inh 0.1, Yeast superoxide 99, GLD-1 TGE inh 4, BCLXL inh 4, MEX-5 binding -4.2, Fam108B inh 3, EBNA-1 inh 6 and MCL1-BIM inh 8.
For O=C(Nc1scc(-c2ccccc2)c1C(=O)O)c1ccccc1Cl the results were ZTA DNA inh 11, Efflux pump inh 0.0, Yeast superoxide 102, GLD-1 TGE inh 0, BCLXL inh 11, MEX-5 binding -0.5, Fam108B inh -3, EBNA-1 inh 1 and MCL1-BIM inh 5.
For COc1cccc(-c2nc(-c3ccc(NC(=O)c4ccncc4)cc3)no2)c1 the results were ZTA DNA inh 7, Efflux pump inh 0.2, Yeast superoxide 86, GLD-1 TGE inh -1, BCLXL inh 0, MEX-5 binding 1.6, Fam108B inh -8, EBNA-1 inh 7 and MCL1-BIM inh -11.
`Cc1ccccc1NC(=S)Nn1cnnc1` gave ZTA DNA inh 10, Efflux pump inh 0.1, Yeast superoxide 94, GLD-1 TGE inh -2, BCLXL inh 8, MEX-5 binding 0.6, Fam108B inh -2, EBNA-1 inh 10 and MCL1-BIM inh 5.
COc1cc(-c2nnc3sc(-c4ccncc4)nn23)cc(OC)c1OC was read as ZTA DNA inh 2, Efflux pump inh -0.1, Yeast superoxide 109, GLD-1 TGE inh 2, BCLXL inh 13, MEX-5 binding 1.7, Fam108B inh -3, EBNA-1 inh 4 and MCL1-BIM inh 0.
Screening CC1CN(C(=O)COc2ncnc3ccccc23)CC(C)O1 (stereo not drawn) returned ZTA DNA inh 2, Efflux pump inh 0.2, Yeast superoxide 105, GLD-1 TGE inh 4, BCLXL inh 3, MEX-5 binding -0.8, Fam108B inh 0, EBNA-1 inh -19 and MCL1-BIM inh -3.
`COC(=O)c1ccc(NC(=O)c2ccc3c(c2)C(=O)N(Cc2cccnc2)C3=O)cc1` gave ZTA DNA inh 8, Efflux pump inh 0.0, Yeast superoxide 102, GLD-1 TGE inh 3, BCLXL inh 1, MEX-5 binding -4.1, Fam108B inh -2, EBNA-1 inh -10 and MCL1-BIM inh -4.
Screening Cc1ccc(C(=O)c2coc3ccc(O)c(Cl)c23)cc1 returned ZTA DNA inh 8, Efflux pump inh 0.1, Yeast superoxide 71, GLD-1 TGE inh 0, BCLXL inh 2, MEX-5 binding 0.7, Fam108B inh -2, EBNA-1 inh 2 and MCL1-BIM inh 0.
`O=C(NNC(=O)C1C2CCC(C2)C1C(=O)O)c1cccc(Cl)c1` (stereo not drawn) gave ZTA DNA inh 8, Efflux pump inh -0.1, Yeast superoxide 89, GLD-1 TGE inh 4, BCLXL inh 5, MEX-5 binding -0.2, Fam108B inh 0, EBNA-1 inh 8 and MCL1-BIM inh 9.
Screening O=C(c1ccc(Cl)cc1)N1CCC(C(=O)N2CCN(c3ncccn3)CC2)CC1 returned ZTA DNA inh 11, Efflux pump inh 0.0, Yeast superoxide 88, GLD-1 TGE inh 8, BCLXL inh -8 and MCL1-BIM inh -13.
CCC(C)N(C)C1CCN(C(=S)Nc2cccc(SC)c2)CC1 (stereo not drawn) was read as ZTA DNA inh -4, Efflux pump inh -0.1, Yeast superoxide 105, GLD-1 TGE inh 3, BCLXL inh 2, MEX-5 binding 0.3, Fam108B inh 0, EBNA-1 inh 3 and MCL1-BIM inh 3.
`CC1(C)CC(N2CCCC2)=CC(=[N+]2CCCCCC2)C1` gave ZTA DNA inh -22, Efflux pump inh -0.1, Yeast superoxide 145, GLD-1 TGE inh 9, BCLXL inh -16, MEX-5 binding -2.0, Fam108B inh -4, EBNA-1 inh 5 and MCL1-BIM inh -19.
CCN1CCN(CC(=O)Nc2cccc(C)c2C)C(=O)C1=O was read as ZTA DNA inh 8, Efflux pump inh 0.1, Yeast superoxide 96, GLD-1 TGE inh 5, BCLXL inh 4, MEX-5 binding 0.5, Fam108B inh 0, EBNA-1 inh 5 and MCL1-BIM inh 6.
CC1CN(C(=O)/C=C/c2ccc(SC(F)F)cc2)CC(C)O1 (stereo not drawn) was read as ZTA DNA inh 12, Efflux pump inh -0.1, Yeast superoxide 84, GLD-1 TGE inh 2, BCLXL inh 3, MEX-5 binding 2.4, Fam108B inh -5, EBNA-1 inh 19 and MCL1-BIM inh 5.
`COc1cccc(C2C(C#N)=C(N)Oc3cc(C)n(Cc4ccccn4)c(=O)c32)c1OC` (stereo not drawn) gave ZTA DNA inh -8, Efflux pump inh 0.0, Yeast superoxide 93, GLD-1 TGE inh -1, BCLXL inh 7, MEX-5 binding 0.2, Fam108B inh -2, EBNA-1 inh 4 and MCL1-BIM inh 5.
For COc1ccc(OCCCC(=O)NNC(=O)c2ccncc2)cc1 the results were ZTA DNA inh -6, Efflux pump inh 0.0, Yeast superoxide 110, GLD-1 TGE inh 2, BCLXL inh 6, MEX-5 binding -1.5, Fam108B inh 2, EBNA-1 inh -1 and MCL1-BIM inh 2.
CCC(C)[C@H](NC(=O)[C@@H]1CSC2c3ccccc3C(=O)N21)C(=O)NCC1CCCO1 (stereo partly drawn) was read as ZTA DNA inh -1, Efflux pump inh -0.3, Yeast superoxide 89, GLD-1 TGE inh 0, BCLXL inh 2, MEX-5 binding 0.0, Fam108B inh 2, EBNA-1 inh 2 and MCL1-BIM inh 2.
CCOC(=O)C1(CCCc2ccccc2)CCN(Cc2cnc(C)s2)CC1 was read as ZTA DNA inh -10, Efflux pump inh 0.0, Yeast superoxide 96, GLD-1 TGE inh -4, BCLXL inh 8, MEX-5 binding 2.1, Fam108B inh -1, EBNA-1 inh 0 and MCL1-BIM inh 9.
`COc1ccc(-n2c(=O)[nH]cc(C(=O)Nc3ccc4c(c3)OCO4)c2=O)cc1OC` gave ZTA DNA inh 12, Efflux pump inh -0.2, Yeast superoxide 105, GLD-1 TGE inh 1, BCLXL inh 3, MEX-5 binding -1.6, Fam108B inh 1, EBNA-1 inh 2 and MCL1-BIM inh 1.
For Cc1cc2nc(CCl)cc(=O)n2[nH]1 the results were ZTA DNA inh -3, Efflux pump inh 0.2, Yeast superoxide 98, GLD-1 TGE inh 1, BCLXL inh 11, MEX-5 binding -1.8, Fam108B inh 4, EBNA-1 inh -10 and MCL1-BIM inh 10.
Screening N#CC(=C=[N-])c1nc2ccccc2nc1-[n+]1cccc(NC(=O)c2cccs2)c1 returned ZTA DNA inh 8, Efflux pump inh 0.1, Yeast superoxide 128, GLD-1 TGE inh 4, BCLXL inh 11, MEX-5 binding -0.5, Fam108B inh 8, EBNA-1 inh 3 and MCL1-BIM inh 9.
Screening CC(=O)C(/C=N/c1cc(-c2ccc(C)cc2)nn1-c1ccccc1)=C(\C)O returned ZTA DNA inh -1, Efflux pump inh -0.6, Yeast superoxide 105, GLD-1 TGE inh 0, BCLXL inh 2, MEX-5 binding 2.2, Fam108B inh 0, EBNA-1 inh 30* and MCL1-BIM inh 1.
For Cc1c(C)n(C)c2ccc(C(=O)Nc3cccc4ccccc34)cc12 the results were ZTA DNA inh 6, Efflux pump inh 0.1, Yeast superoxide 94, GLD-1 TGE inh -1, BCLXL inh 0, MEX-5 binding 3.5, Fam108B inh 0, EBNA-1 inh 3 and MCL1-BIM inh -13.
For CC(C)CCN1C(=O)c2ccc(C(=O)Nc3c[nH]c(=O)[nH]c3=O)cc2C1=O the results were ZTA DNA inh 8, Efflux pump inh 0.3, Yeast superoxide 103, GLD-1 TGE inh 0, BCLXL inh 1, MEX-5 binding 2.4, Fam108B inh -1, EBNA-1 inh -4 and MCL1-BIM inh 6.
Screening CC(CCc1ccccc1)NC(=O)COC(=O)C(CCC(N)=O)NC(=O)c1ccc(F)cc1 (stereo not drawn) returned ZTA DNA inh -7, Efflux pump inh -0.1, Yeast superoxide 81, GLD-1 TGE inh 2, BCLXL inh -4 and MCL1-BIM inh 1.
`O=C(COC(=O)CNC(=O)C1CCCCC1)Nc1ccccc1Cl` gave ZTA DNA inh -5, Efflux pump inh -0.2, Yeast superoxide 98, GLD-1 TGE inh 3, BCLXL inh 1 and MCL1-BIM inh 3.
For COc1ccc(-c2nnn(CC(=O)OC3CCCCC3)n2)cc1OC the results were ZTA DNA inh 2, Efflux pump inh 0.0, Yeast superoxide 102, GLD-1 TGE inh -4, BCLXL inh 2, MEX-5 binding 3.7, Fam108B inh 0, EBNA-1 inh 2 and MCL1-BIM inh 2.
For O=C(CSc1nc2ccccc2[nH]1)NCCCn1ccnc1 the results were ZTA DNA inh -3, Efflux pump inh -0.1, Yeast superoxide 123, GLD-1 TGE inh 5, BCLXL inh 6, MEX-5 binding -1.5, Fam108B inh -2, EBNA-1 inh 1 and MCL1-BIM inh 6.
Screening CCCCN=C1CC(C)(C)CC(=O)/C1=C(/O)CCCN1C(=O)c2ccccc2C1=O returned ZTA DNA inh -12, Efflux pump inh 0.0, Yeast superoxide 94, GLD-1 TGE inh 0, BCLXL inh 5, MEX-5 binding -0.1, Fam108B inh 2, EBNA-1 inh -2 and MCL1-BIM inh -2.
`CN(C)c1cccc(C(=O)Nc2cccc(F)c2)c1` gave ZTA DNA inh -1, Efflux pump inh 0.1, Yeast superoxide 102, GLD-1 TGE inh 5, BCLXL inh 12, MEX-5 binding -1.6, Fam108B inh 1, EBNA-1 inh 1 and MCL1-BIM inh 18.

Continued, overlapping the part above by 3 compounds.
For O=C(CSc1nc2ccccc2[nH]1)NCCCn1ccnc1 the results were ZTA DNA inh -3, Efflux pump inh -0.1, Yeast superoxide 123, GLD-1 TGE inh 5, BCLXL inh 6, MEX-5 binding -1.5, Fam108B inh -2, EBNA-1 inh 1 and MCL1-BIM inh 6.
Screening CCCCN=C1CC(C)(C)CC(=O)/C1=C(/O)CCCN1C(=O)c2ccccc2C1=O returned ZTA DNA inh -12, Efflux pump inh 0.0, Yeast superoxide 94, GLD-1 TGE inh 0, BCLXL inh 5, MEX-5 binding -0.1, Fam108B inh 2, EBNA-1 inh -2 and MCL1-BIM inh -2.
`CN(C)c1cccc(C(=O)Nc2cccc(F)c2)c1` gave ZTA DNA inh -1, Efflux pump inh 0.1, Yeast superoxide 102, GLD-1 TGE inh 5, BCLXL inh 12, MEX-5 binding -1.6, Fam108B inh 1, EBNA-1 inh 1 and MCL1-BIM inh 18.
Screening Brc1csc2ncccc12 returned ZTA DNA inh -10, Efflux pump inh 0.1, Yeast superoxide 89, GLD-1 TGE inh 1, BCLXL inh 1, MEX-5 binding 3.2, Fam108B inh 2, EBNA-1 inh 6 and MCL1-BIM inh 7.
`CC(C)c1[nH]nc2c1C(c1cccnc1)C(C#N)=C(N)O2` (stereo not drawn) gave ZTA DNA inh 9, Efflux pump inh -0.1, Yeast superoxide 85, GLD-1 TGE inh 7, BCLXL inh 2, MEX-5 binding -1.4, Fam108B inh -2, EBNA-1 inh 4 and MCL1-BIM inh 0.
For CC(C)n1c(N2CCN(C(=O)N3CCCCC3)CC2)nc2ccccc21 the results were ZTA DNA inh 24, Efflux pump inh 0.1, Yeast superoxide 89, GLD-1 TGE inh 3, BCLXL inh 6, MEX-5 binding -1.0, Fam108B inh 1, EBNA-1 inh 9 and MCL1-BIM inh -1.
Screening c1ccc(Cc2nnc3n2CCCCC3)cc1 returned ZTA DNA inh -2, Efflux pump inh 0.0, Yeast superoxide 94, GLD-1 TGE inh -6, BCLXL inh 7, MEX-5 binding -1.1, Fam108B inh 10, EBNA-1 inh 12 and MCL1-BIM inh 8.

An unsorted share of the library; 2.3% or so of the library scored in one or more.
